# Screening data: PubChem BioAssay, The Scripps Research Institute Molecular Screening Center
# M5 PAM: positive allosteric modulators of human muscarinic M5 receptor | CHO-K1 hM5, Fluo-8 calcium, ACh EC20 PAM; 0% = ACh EC20, 100% = ACh EC100 | activation, % at 3 µM | 360,000 tested, 0.3% active;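 active = activation above the run cutoff, the mean activation of all test compounds plus 3 SD, cut at about 18% in these data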
# Target sequence (P08912 whole entry, looked up): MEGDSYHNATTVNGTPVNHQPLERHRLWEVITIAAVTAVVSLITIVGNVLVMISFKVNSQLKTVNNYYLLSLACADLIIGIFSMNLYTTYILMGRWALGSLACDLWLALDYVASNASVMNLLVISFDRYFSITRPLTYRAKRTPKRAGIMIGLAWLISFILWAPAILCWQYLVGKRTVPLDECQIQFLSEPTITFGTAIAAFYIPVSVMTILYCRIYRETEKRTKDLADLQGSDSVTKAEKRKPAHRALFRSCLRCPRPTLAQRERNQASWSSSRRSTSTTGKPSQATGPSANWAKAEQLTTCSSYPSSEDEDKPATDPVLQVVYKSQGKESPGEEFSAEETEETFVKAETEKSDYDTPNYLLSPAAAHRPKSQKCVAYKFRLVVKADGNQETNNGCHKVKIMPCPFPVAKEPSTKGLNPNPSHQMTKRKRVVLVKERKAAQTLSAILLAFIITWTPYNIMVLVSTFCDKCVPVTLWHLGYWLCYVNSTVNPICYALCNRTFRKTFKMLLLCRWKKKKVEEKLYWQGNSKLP
#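 Assay system: CHO-K1 hM5 cells. Also added: acetylcholine at EC20 concentration, added after compound. Dosing: 3 µM, single dose. Times: compound preincubation 140 s before EC20 acetylcholine addition. Signal: Fluo-8 calcium fluorescence. Measure: % activation relative to EC20 and EC100 ACh responses. Repeats: singlicate, one well per test compound.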
# M4 PAM: potentiates acetylcholine response at human M4 receptor | 360,000 tested, 0.4% active | activation, % at 3 µM | CHO-K1 hM4/Gqi5, Fluo-8 calcium fluorescence, ACh EC20; 0% = ACh EC20, 100% = maximal ACh | P08173 | AID 624126;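 active = activation above its plate's cutoff, the mean activation of sample wells plus 3 SD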; note: some results filed as inactive read as strong as hits
# Target sequence (P08173 whole entry, looked up): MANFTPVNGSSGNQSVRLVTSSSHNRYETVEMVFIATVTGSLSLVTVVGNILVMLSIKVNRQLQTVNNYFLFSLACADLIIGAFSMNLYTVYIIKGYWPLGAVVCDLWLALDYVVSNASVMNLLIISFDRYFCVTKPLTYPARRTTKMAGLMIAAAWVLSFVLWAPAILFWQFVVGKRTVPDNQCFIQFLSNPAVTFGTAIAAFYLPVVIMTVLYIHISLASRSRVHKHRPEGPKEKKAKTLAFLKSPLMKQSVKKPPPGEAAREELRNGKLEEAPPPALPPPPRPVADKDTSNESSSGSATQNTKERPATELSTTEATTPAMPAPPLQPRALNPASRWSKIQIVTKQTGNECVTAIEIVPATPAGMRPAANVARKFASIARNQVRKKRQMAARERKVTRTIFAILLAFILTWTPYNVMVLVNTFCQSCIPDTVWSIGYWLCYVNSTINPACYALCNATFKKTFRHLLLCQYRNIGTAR
# CHO-K1 Ca antag: nonselective inhibitor or artifact in parental CHO-K1 cells | ATP-induced calcium, Fluo-8 fluorescence | inhibition, % at 3 µM | 360,000 tested, 0.6% active | AID 602250;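 active = inhibition above a per-plate cutoff, the plate's mean sample inhibition plus 3 SD, cut at about 24% in these data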;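 note: 0% = DMSO plus EC80 ATP and 100% = DMSO alone without ATP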
# M5 ag: CHRM5 agonism in calcium assay. P08912. CHO-K1 hM5 cells, Fluo-8 calcium fluorescence; 0% DMSO wells, 100% maximal acetylcholine response. activation, % at 3 µM. 360,000 tested, 0.19% active. AID 624037;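 active = activation above the run's mean over test compounds plus 3 SD, cut at about 23% in these data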;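 note: signal is peak over basal fluorescence ratio across the kinetic read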
# CHRM5 antagonist: antagonists of human muscarinic M5 receptor (CHRM5); P08912; CHO-hM5 cells, Fluo-8 calcium fluorescence, ACh EC80; inhibition, % at 3 µM; 360,000 tested, 0.59% active;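 active = inhibition above a per-plate cutoff, the mean of that plate's test compounds plus 3 SD, cut at about 27% in these data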;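 note: 0% = acetylcholine EC80 with DMSO and 100% = DMSO without agonist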
# CHRM4 agonist: agonists of human muscarinic M4 receptor (CHRM4); 360,000 tested, 0.14% active; AID 624127; P08173; activation, % at 3 µM; CHO-K1 hM4/Gqi5, Fluo-8 calcium fluorescence; vehicle 0%, full acetylcholine response 100%;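 active = activation above the run mean over all test wells plus 3 SD, cut at about 32% in these data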;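 note: peak over basal fluorescence ratio per well then scaled between controls; 0% = DMSO wells and 100% = acetylcholine at EC100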
# CHO-K1 Ca PAM: nonselective activator or artifact in parental CHO-K1 calcium assay; ATP EC20, Fluo-8 calcium fluorescence; 0% at ATP EC20, 100% at ATP max; activation, % at 3 µM; 360,000 tested, 0.02% active; AID 602247;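 active = activation above the run cutoff, the mean activation of all test compounds plus 3 SD, cut at about 40% in these data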;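 note: peak over basal fluorescence ratio in a 140 s read after ATP addition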
# CHO-K1 Ca ag: M1 agonist counterscreen hit in parental CHO-K1 cells; Fluo-8 calcium fluorescence; scaled to maximal ATP response, vehicle zero; activation, % at 3 µM; 360,000 tested, 0.48% active; in the data active = activation above about 15%;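 note: untransfected CHO-K1 host cells lacking M1 receptor as counterscreen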
# M4 antag: blocks acetylcholine activation of human M4 receptor; P08173; CHO-hM4 cells, ACh EC80, Fluo-8 calcium fluorescence; inhibition, % at 3 µM; 360,000 tested, 0.73% active; AID 624125;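 active = inhibition above its plate's cutoff, the mean inhibition of sample wells plus 3 SD, cut at about 27% in these data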;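 note: 0% = acetylcholine EC80 with DMSO and 100% = DMSO without agonist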
# Starred values were filed as active, the others as inactive.
SMILES,M5 PAM,M4 PAM,CHO-K1 Ca antag,M5 ag,CHRM5 antagonist,CHRM4 agonist,CHO-K1 Ca PAM,CHO-K1 Ca ag,M4 antag
CC1CCc2c(sc(NC(=O)CSc3nc4c(c(C(F)(F)F)n3)CCc3ccccc3-4)c2C(N)=O)C1 (stereo unspecified),-1.0,1.1,-11.1,-2.8,-4.9,0.1,22.8,0.3,-3.4
Cc1csc(Sc2ccc(S(=O)(=O)N3CCCC3)cn2)n1,-13.6,-11.5,7.8,0.7,12.6,9.6,-9.6,2.6,13.5
Cc1ccc(NC(=O)[C@H](C)NC(=O)C2CCN(C(=O)[C@H](CC(C)C)NC(=O)OC(C)(C)C)CC2)cc1,-3.5,-1.8,3.7,-6.3,6.8,-1.5,-26.1,-1.9,-8.5
CC(C)(C)c1ccc(C(=O)NCC(=O)N2CCCCCC2)cc1,3.7,2.8,-3.8,-0.4,-4.8,1.1,0.3,4.4,-1.0
CCCSCCCNC(=O)Cn1cc2c(n1)CCCCC2,1.6,0.0,-5.7,-0.6,0.4,0.8,10.4,0.2,-3.1
C/C(Cc1ccccc1)=N\NC(=O)CNC(=O)/C=C\c1ccccc1,5.6,-1.0,-2.5,1.6,10.8,-0.6,-3.5,-0.2,14.5
COc1ccc(CNC(C)CCc2ccccc2)cc1 (stereo unspecified),6.5,-8.3,-1.7,-13.3,2.9,2.9,-9.3,0.2,-1.9
Cc1ccc(C)c(Cn2c(CO)nc3ccccc32)c1,2.2,3.4,2.3,-1.2,0.8,1.3,8.1,7.5,-0.2
CCc1ccccc1NC(=O)N1CCc2ccccc2C1,0.8,0.5,2.8,-4.9,2.4,0.7,-0.5,19.2*,-4.1
Cc1c(C(=O)NCCC#N)sc(=O)n1Cc1ccccc1F,-0.6,-2.1,9.7,1.5,-0.3,0.3,6.9,1.0,2.7
CCOc1ccc(NC(=S)N(CCCN2CCCC2)Cc2cccn2Cc2ccc(Cl)cc2)cc1,4.0,-11.5,-3.1,-12.5,1.1,1.3,6.1,0.9,-2.0
COC(=O)C1CCN(S(=O)(=O)CCNC(=O)c2cccc(OC)c2)CC1,0.6,18.1,-10.7,-0.3,1.9,2.5,5.6,2.0,1.6
CCCCN(CCCC)C(=S)N/N=C/c1c(C)[nH]n(-c2ccccc2)c1=O,17.9,6.7,-12.9,-4.3,-5.0,1.2,17.4,0.1,-5.3
Cc1c(-c2ccccc2)nc(N)c(C#N)c1-c1cccs1,-5.9,0.2,-4.1,-2.6,8.1,0.7,-4.0,-0.4,1.2
C[C@@]12C(=O)Nc3cc(Cl)ccc3C(=O)N1[C@H]1c3ccccc3OC[C@@H]1[C@@H]2c1ccccc1,-15.5,-17.4,2.8,-1.6,9.2,2.8,-14.5,-0.1,33.1*
O=c1[nH]c(-c2ccc(Cl)cc2)nc(=S)[nH]1,7.8,0.3,-17.8,1.6,-6.9,0.8,13.0,0.6,-14.9
O=C(Nc1c[nH]c(=O)[nH]c1=O)c1ccccc1Br,2.1,4.1,3.2,1.0,13.8,0.4,4.2,0.0,5.7
CCC(C)n1[nH]c(=O)c2c(C)cc(C)nc21 (stereo unspecified),16.7,0.5,9.6,-1.3,-4.3,-0.5,0.3,-0.2,11.6
O=C(COC(=O)c1cccc(F)c1)NC(=O)NCc1ccccc1,-1.9,4.4,-14.8,1.1,4.6,-0.2,14.1,0.3,4.2
NC(=O)C1CCCN(Cc2ccc(Cl)cc2)C1 (stereo unspecified),-5.9,1.5,-41.5,-0.5,7.2,1.4,2.9,0.1,0.4
C=CCn1c(CCNC(=O)c2cccs2)nnc1SCC(=O)Nc1cccc(F)c1,14.9,-0.1,14.4,-1.1,-13.3,1.4,-12.3,0.1,-9.7
C/C(=N/N=C(/N)SCc1ccccc1)C(C)(C)C,1.3,-5.5,-23.0,2.7,5.3,1.0,30.6,1.0,2.7
CCOC(=O)c1sc(NC(=O)Cc2ccc(F)cc2)nc1C,-0.7,-0.1,-13.3,-2.2,9.9,0.7,-9.3,2.0,3.6
CCOC(=O)CSc1n[nH]c(NC(=O)c2ccccc2)n1,-1.1,1.9,-23.5,0.4,3.5,-0.3,-10.8,-0.2,6.3
CCN(CC(=O)Nc1cccc(S(=O)(=O)N(C)c2ccccc2)c1)Cc1ccccc1,-17.2,-10.5,0.8,-4.4,19.3,6.4,-20.8,0.4,3.7
COc1ccc(OCc2cc(C(=O)N3CCN(C4CCCC4)CC3)no2)c(Cl)c1,-2.8,-8.8,-12.9,-2.4,-2.2,10.2,1.0,7.2,-1.0
CCCCc1c(-c2ccccc2OC)ncn1Cc1ccc(Cl)cc1,-0.4,-1.6,-13.8,-0.4,-0.2,6.0,20.0,6.3,5.6
COc1ccc(N2CCN(C(=O)CNC(=O)c3cccc(Br)c3)CC2)cc1,0.6,-7.5,-5.3,1.4,8.3,1.6,11.1,2.4,18.7
O=C(C[C@H]1C/C=C\C[C@H](NC(=O)OCC2c3ccccc3-c3ccccc32)C(=O)O[C@@H](c2ccccc2)CNC1=O)NCCO,5.0,2.9,14.1,0.2,-2.3,0.5,-9.5,-0.3,-3.3
Cc1cccc(NC(=O)CN2C(=O)N/C(=C\c3ccc(N4CCOCC4)cc3)C2=O)c1,-3.0,-7.5,6.6,-1.9,-2.8,0.9,-2.9,0.4,-7.4

# Sorted by number of heavy atoms (lowest first): some entries from above
SMILES,M5 PAM,M4 PAM,CHO-K1 Ca antag,M5 ag,CHRM5 antagonist,CHRM4 agonist,CHO-K1 Ca PAM,CHO-K1 Ca ag,M4 antag
COc1ccc(N2CCN(C(=O)CNC(=O)c3cccc(Br)c3)CC2)cc1,0.6,-7.5,-5.3,1.4,8.3,1.6,11.1,2.4,18.7
Cc1cccc(NC(=O)CN2C(=O)N/C(=C\c3ccc(N4CCOCC4)cc3)C2=O)c1,-3.0,-7.5,6.6,-1.9,-2.8,0.9,-2.9,0.4,-7.4
O=C(C[C@H]1C/C=C\C[C@H](NC(=O)OCC2c3ccccc3-c3ccccc32)C(=O)O[C@@H](c2ccccc2)CNC1=O)NCCO,5.0,2.9,14.1,0.2,-2.3,0.5,-9.5,-0.3,-3.3

# Continuation:
SMILES,M5 PAM,M4 PAM,CHO-K1 Ca antag,M5 ag,CHRM5 antagonist,CHRM4 agonist,CHO-K1 Ca PAM,CHO-K1 Ca ag,M4 antag
CCOC(=O)c1sc2nc(N3CCOCC3)c3c(c2c1N)CCC3,-4.3,13.8,-1.3,-1.6,0.6,1.3,12.2,1.1,-4.4
CC1(C)CN=C(NC2CCCCC2)S1,-9.2,-14.3,-13.1,-6.5,10.8,0.7,0.4,0.5,42.8*
Cc1cccc(CCN2C(Nc3ccccc3)=NC[C@@H]2CC(C)C)c1,-42.8,-23.0,37.0*,58.1*,14.8,136.8*,-22.4,64.3*,59.0*
COc1ccccc1Nc1nc(N)nc(CN2CCN(Cc3ccccc3)CC2)n1,-4.2,-3.8,11.8,-1.1,4.3,0.1,-6.5,0.2,11.3
CCOC(=O)c1c(NC(=O)CN2CCOCC2)sc2c1CCCC2,6.1,7.5,-8.3,-6.4,7.6,-0.8,13.8,1.6,-7.2
O=C(Nc1nc(-c2cccc3ccccc23)cs1)c1cnccn1,-5.2,8.7,11.3,3.4,7.2,1.6,-7.4,0.4,-8.0
COc1ccccc1CNC(=O)COc1ccc(S(=O)(=O)N2CCOCC2)cc1C,4.7,-1.2,-10.0,-1.7,3.0,3.5,7.5,4.2,3.2
CS(=O)(=O)Nc1ccc(C2=NN(S(=O)(=O)c3ccccc3)C(c3cccs3)C2)cc1 (stereo unspecified),2.7,-4.3,-8.9,0.2,6.7,2.5,19.8,0.9,12.2
O=C(CSc1nc2c(c(C(F)(F)F)n1)CCc1ccccc1-2)NCc1ccccc1,3.1,0.9,-2.9,-1.8,-4.7,-0.3,0.3,-0.3,5.6
Nn1c(COc2ccccc2F)nnc1SCC(=O)NC1CCCC1,4.5,1.5,3.3,-3.0,-5.1,0.6,-7.4,0.5,4.5
O=C(NCCC(=O)N1CCN(c2ccccc2F)CC1)c1ccco1,0.7,-2.7,-6.1,1.0,0.8,1.0,-1.6,1.2,4.7
Cc1sc2ncn(CC(=O)NCCCC(=O)N3CCC(C(N)=O)CC3)c(=O)c2c1C,-0.8,4.0,-12.3,-0.1,8.4,1.5,-0.5,0.2,-7.0
C#CCN(C[C@H]1[C@H](OC(=O)NCCCCCC)[C@H](OC(=O)NCCCCCC)C[C@H]2C(=O)N(c3ccccc3)C(=O)[C@@H]12)S(=O)(=O)c1ccc(C)cc1,0.1,6.0,-3.0,1.4,-10.0,0.6,6.3,1.1,-9.8
O=c1ccc2cc(S(=O)(=O)Nc3ccc(Br)cc3)ccc2o1,-9.8,-8.2,1.5,8.1,5.5,6.4,-8.1,2.4,0.7
O=[N+]([O-])c1cccc(-c2nc3ccc([N+](=O)[O-])cc3[nH]2)c1,4.5,-2.9,-6.1,2.5,-3.1,2.2,7.3,1.1,11.2
Cc1cc(C)cc(NC(=O)CSc2nnc(CNC(=O)c3ccco3)n2C)c1,4.3,6.6,-17.3,-0.3,-4.6,1.1,5.5,-0.4,-1.1
O=C(CCCn1c(=S)[nH]c2ccccc2c1=O)NCc1ccco1,7.3,12.8,-5.8,-2.8,-6.6,2.0,0.6,0.3,-8.5
Cc1cccc(N2CCN(C(=O)CN3C(=O)C4CC=CCC4C3=O)CC2)c1C (stereo unspecified),-0.8,-6.3,10.5,4.7,-4.2,3.0,-11.1,1.2,7.6
COc1ccc(-c2cc(C)no2)cc1S(=O)(=O)Nc1cccc(CN2CCCC2)c1,5.9,-3.0,8.6,-3.3,-10.8,0.3,-6.0,-0.9,-22.5
CCOc1ccccc1N(CC(=O)N1CCc2ccccc2C1)S(C)(=O)=O,7.6,-7.4,18.9,-1.4,-0.7,1.9,-23.7,0.1,-2.4
O=[N+]([O-])c1ccc(N2CCN(Cc3ccc4c(c3)OCO4)CC2)nc1,-7.9,-5.4,-12.8,-14.8,7.7,2.2,22.0,4.6,0.9
Fc1ccc(Nc2nc(Oc3ccccc3F)nc(N3CCCC3)n2)cc1,-1.3,0.9,-31.2,-1.2,-1.5,-0.6,10.7,-0.1,-8.1
CC(C)C[C@@H](CN1C(=O)C(=O)NC[C@@H]1CC(C)C)NC(=O)Cc1ccccc1,3.7,-5.4,-9.6,4.4,-0.4,1.0,1.5,0.1,2.6
COc1ccc(C(=O)Nc2ccc(OCC(=O)N3CCOCC3)cc2)c(OC)c1OC,-2.1,0.1,-4.7,-1.6,-15.4,7.1,-0.5,2.0,-18.0
O=C(Nc1ncn[nH]1)C(F)(F)C(F)F,-1.9,2.9,-13.8,1.1,-0.6,0.6,10.0,0.5,-5.1
O=C1/C(=C/c2ccccc2)CN(C(=O)CCN2CCOCC2)C/C1=C\c1ccccc1,-16.6,-3.9,-4.5,1.6,6.1,13.2,-13.1,2.5,3.9
Cc1ccc(NC(=O)c2ccc(-n3cncn3)c([N+](=O)[O-])c2)cc1F,9.8,3.0,-3.9,-1.1,-6.3,8.5,4.5,9.6,-6.4
O=C1C2CCCN2C(=S)N1c1ccc(Cl)cc1 (stereo unspecified),-2.3,-7.2,-9.4,-2.6,13.6,6.8,19.2,4.1,6.3
CCOc1ccc(OCc2ccc(C(=O)NC(C)C)o2)cc1,-3.8,0.8,12.5,-1.0,4.4,0.6,-24.5,0.6,0.6
O=S(=O)(c1ccc(Br)s1)N1CCN(c2ncccn2)CC1,-0.4,9.4,-12.4,-3.1,-12.6,0.6,13.7,0.3,-24.4
CCOC(=O)c1c(C)nc2c(c1-c1ccccc1)C(=O)CC(C)(C)C2,0.1,-4.5,-2.6,-2.1,-1.1,2.3,9.1,1.6,8.7
